FadD28 binding = M. tuberculosis FadD28 bisubstrate binding inhibition | FadD28 bisubstrate probe binding, fluorescence polarization | inhibition, % at 12.5 µM | actives 0.22% (n = 360,000); in the data active = inhibition above about 8.5%, passing the limit was not always enough; inconclusive = no clear call, values can overlap the other calls
FBA Mtb inh = inhibitors of M. tuberculosis fructose-bisphosphate aldolase. P9WQA3. purified M. tuberculosis FBA, fluorescence read-out. actives 2.3% (n = 360,000). inhibition, % at 1 µM; in the data active = inhibition above about 27%;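 also: 0% = vehicle and 100% = reference inhibitor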
Target sequence (P9WQA3 whole entry, looked up): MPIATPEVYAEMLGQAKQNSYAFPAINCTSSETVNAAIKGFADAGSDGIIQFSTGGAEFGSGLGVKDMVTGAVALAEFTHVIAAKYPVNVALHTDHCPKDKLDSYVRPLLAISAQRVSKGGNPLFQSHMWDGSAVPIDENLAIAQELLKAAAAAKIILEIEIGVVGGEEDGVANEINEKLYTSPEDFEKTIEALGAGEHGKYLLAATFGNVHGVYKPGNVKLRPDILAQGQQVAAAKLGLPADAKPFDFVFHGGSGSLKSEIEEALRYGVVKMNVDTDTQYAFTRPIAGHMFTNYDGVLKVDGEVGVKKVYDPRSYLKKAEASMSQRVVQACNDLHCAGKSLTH
MazF activator = MazEF (E. coli) toxin RNase activation; P0AE70; FAM/BHQ RNA-DNA oligo cleavage fluorescence, 5 h; activation, % at 20 µM; actives 0.32% (n = 350,000); in the data active = activation above about 50%
Target sequence (P0AE70 whole entry, looked up): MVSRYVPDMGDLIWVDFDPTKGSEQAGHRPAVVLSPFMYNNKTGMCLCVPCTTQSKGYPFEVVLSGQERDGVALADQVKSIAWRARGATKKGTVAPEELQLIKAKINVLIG
PrPC TRFRET = inhibitors of human cell surface prion protein PrPC | P04156 | TR-FRET read-out | inhibition, % at 13.8 µM | actives 0.43% (n = 370,000); in the data active = inhibition above about 24%; also: 0% = median of the test wells and 100% = reference compound wells
BioA inh = BioA (M. tuberculosis) enzyme inhibition; purified M. tuberculosis BioA enzyme, plate reader; inhibition, % at 9.99 µM; actives 0.096% (n = 360,000); in the data active = inhibition above about 40%; inconclusive = no clear call, values can overlap the other calls
Mtb UGM inh = Mtb UDP-galactopyranose mutase inhibition; P9WIQ1; purified UGM, fluorescence polarization probe displacement; inhibition, % at 10 µM; actives 0.06% (n = 320,000); AID 504406; in the data active = inhibition above about 10%, passing the limit was not always enough; inconclusive = no clear call, values can overlap the other calls
GDH-TPI counter = counter-screen for M. tuberculosis FBA inhibitors: GDH-TPI coupled enzymes | GDH-TPI coupled enzyme counterscreen, NADH absorbance | inhibition, % at 4.8 µM | actives 1.2% (n = 360,000) | AID 588335; in the data active = inhibition above about 30%;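 also: 0% = DMSO wells and 100% = wells lacking the enzyme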
Rv3671c inh = inhibits the M. tuberculosis serine protease Rv3671c; P9WHR9; inhibition, % at 5.96 µM; actives 0.048% (n = 320,000); AID 2606; in the data active = inhibition above about 38%;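 also: extracellular domain of Rv3671c used as enzyme; 0% = enzyme with DMSO and 100% = no enzyme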
Target sequence (P9WHR9 whole entry, looked up, the tested form may be a part): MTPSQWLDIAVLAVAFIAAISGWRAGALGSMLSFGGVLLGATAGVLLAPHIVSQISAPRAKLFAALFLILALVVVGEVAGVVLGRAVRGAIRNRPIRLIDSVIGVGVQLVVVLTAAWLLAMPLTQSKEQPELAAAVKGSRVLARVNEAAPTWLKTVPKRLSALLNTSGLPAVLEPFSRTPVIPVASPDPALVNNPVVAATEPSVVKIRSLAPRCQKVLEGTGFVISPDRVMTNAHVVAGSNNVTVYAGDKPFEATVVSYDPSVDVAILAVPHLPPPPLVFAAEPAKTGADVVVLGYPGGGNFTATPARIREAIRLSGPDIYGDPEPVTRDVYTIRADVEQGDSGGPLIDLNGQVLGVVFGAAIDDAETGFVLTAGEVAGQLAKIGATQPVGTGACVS
BoNT-F LC inh = inhibitors of Botulinum neurotoxin F light chain protease | Multiplex microsphere protease cleavage assay, flow cytometry | inhibition, % at 10 µM | actives 0.22% (n = 360,000) | AID 588497; in the data active = inhibition above about 35%, passing the limit was not always enough; inconclusive = no clear call, values can overlap the other calls; also: plate controls were buffer without enzyme for full effect and enzyme alone for no effect
* marks the source's active call; other numbers are inactive results; u = inconclusive; x = not tested or not shown; + = active, no number.

SMILES	FadD28 binding	FBA Mtb inh	MazF activator	PrPC TRFRET	BioA inh	Mtb UGM inh	GDH-TPI counter	Rv3671c inh	BoNT-F LC inh
O=C1CC[C@@H](CN(Cc2ccccn2)Cc2nc(Cc3cccc(C(F)(F)F)c3)no2)N1	-1.9	-1	-5	6	x	-3.3	4	-12	1
Clc1ccc(CSc2nnc(CN3CCOCC3)n2-c2ccccc2)cc1Cl	-5.7	-1	-15	-5	2.4	-0.1	-14	-5	-6
CN(C)C(CNC(=O)c1cc2ccccc2o1)c1ccco1 (stereo unspecified)	-4.1	-2	2	1	1.4	3.0	-6	4	-8
O=C(O)CCc1c(C(=O)O)[nH]c2ccccc12	0.7	2	12	-1	-3.0	-1.0	-1	5	-6
Cc1ccc(NC(=O)CC2=NC(=O)C(CC(=O)Nc3ccccc3F)S2)cc1 (stereo unspecified)	-3.1	-3	-2	-4	-0.8	0.4	32*	-4	-2
CCCCCCOc1ccc(/C(N)=N/O)cc1	1.0	2	-2	3	x	-1.5	0	6	6
CCOc1cc(C(=O)Nc2nnc(C)s2)cc(OCC)c1OCC	-4.5	-2	5	-9	-0.1	-0.5	5	-2	5
COc1cc(CCC(=O)Nc2ccc(C)c(S(=O)(=O)N(C)C)c2)cc(OC)c1OC	-2.4	1	-5	10	2.7	0.7	-3	1	1
COC(=O)c1cc(Cl)cc2c(C)c(C3(O)CCCCC3)[nH]c12	-3.6	6	-4	-2	0.1	-1.2	-6	-19	-1
Cc1cc(-c2ccccc2)c2c(=O)[nH][nH]c2n1	-0.5	-2	2	-6	1.9	4.2	11	5	-3
COc1cc(OC)c(OC)cc1CNC(=O)CCN1C(=O)c2cccc([N+](=O)[O-])c2C1=O	-1.3	0	2	4	0.8	-0.5	10	-5	-7
Cc1ccc(C)c(S(=O)(=O)N2CCN(C(=O)c3cccnc3)CC2)c1	1.6	6	0	-9	-3.8	3.1	-2	4	3
Cc1ccc(C(=O)OCN2C(=O)c3ccccc3C2=O)cc1S(=O)(=O)N1CCOCC1	-0.8	4	-8	0	-1.0	1.0	3	3	x
Cc1cccc(N2C(=O)NC(=O)/C(=C\c3cccn3-c3ccc(Cl)cc3)C2=O)c1	2.4	0	-28	1	-5.4	1.7	5	-18	-7
CC(OC(=O)CCc1ccccc1)C(=O)Nc1ccc(Cl)cn1 (stereo unspecified)	-1.7	0	-4	4	2.2	-2.2	-2	7	x

Overlap with the part before: four compounds, followed by the next part.
SMILES	FadD28 binding	FBA Mtb inh	MazF activator	PrPC TRFRET	BioA inh	Mtb UGM inh	GDH-TPI counter	Rv3671c inh	BoNT-F LC inh
Cc1ccc(C)c(S(=O)(=O)N2CCN(C(=O)c3cccnc3)CC2)c1	1.6	6	0	-9	-3.8	3.1	-2	4	3
Cc1ccc(C(=O)OCN2C(=O)c3ccccc3C2=O)cc1S(=O)(=O)N1CCOCC1	-0.8	4	-8	0	-1.0	1.0	3	3	x
Cc1cccc(N2C(=O)NC(=O)/C(=C\c3cccn3-c3ccc(Cl)cc3)C2=O)c1	2.4	0	-28	1	-5.4	1.7	5	-18	-7
CC(OC(=O)CCc1ccccc1)C(=O)Nc1ccc(Cl)cn1 (stereo unspecified)	-1.7	0	-4	4	2.2	-2.2	-2	7	x
CCC(CC)c1nn2c(N)c(/C=C3\C=Nc4ccccc43)c(=O)nc2s1	-2.2	+	-6	8	-0.3	3.9	19	-8	x
CCn1c(SCC(=O)N(C)CC(=O)Nc2ccc(OC)cc2)nnc1-c1ccco1	-1.9	-4	9	4	0.7	0.4	3	2	-12
O=C(NC1CCS(=O)(=O)C1)c1cccc(Cl)c1 (stereo unspecified)	-3.3	-2	4	-3	-0.9	-1.2	-7	6	-17
COc1ccccc1/C=C/C(=O)OCC(=O)Nc1ccccc1Sc1ccccc1	-4.6	-1	-1	-3	x	0.0	-9	-7	-2
COc1cccc(/C=C2\SC(=S)N(CCCC(=O)N(CCO)c3ccccc3)C2=O)c1	-1.1	-2	-24	-2	-0.9	0.8	7	-2	2
O=[N+]([O-])c1cccc(-c2nnc3n2CCCCC3)c1	-3.5	1	3	-27	x	-4.8	0	-3	16
Cc1ccccc1NC(=O)CSc1nc2ccccc2c(=O)n1CC1CCCO1 (stereo unspecified)	-3.0	-2	-26	-7	0.0	x	-11	x	-13
O=C(NC1CCCCC1)N1CCN(c2ccc([N+](=O)[O-])cc2)CC1	-2.7	-8	8	-18	1.0	-1.0	12	7	5
C=CCn1c(SCc2cc(=O)n3ccsc3n2)nnc1C1CCCCC1	-1.8	-5	5	2	1.5	1.5	2	-10	2
CSCCC(NC(=O)c1ccc([N+](=O)[O-])cc1Cl)C(=O)OCC(=O)C12CC3CC(CC(C3)C1)C2 (stereo unspecified)	-1.3	-3	0	-18	-1.7	-0.5	-2	-13	-2
O=C(COc1ccccc1Cl)N1CCN(c2ncccn2)CC1	-0.1	1	2	0	x	0.2	-1	-14	-3
COc1ccc(CN2CCN(CC=C(C)C)C(CCO)C2)cc1Cn1cncn1 (stereo unspecified)	-1.2	6	0	4	x	1.8	6	7	-1
O=C(N/N=C/C=C/c1ccc2c(c1)OCO2)c1ccc([N+](=O)[O-])cc1	0.1	0	-2	7	6.5	1.0	22	8	-10
CC(C)(C)SCCNC(=O)c1cccc([N+](=O)[O-])c1	-0.7	-1	-6	-25	x	1.1	10	9	-3
COc1ccccc1N1CCN(C(=O)c2cccc(Oc3ccccc3)c2)CC1	-1.1	0	2	1	0.1	-1.1	-4	7	0

Two entries from above in another layout:
Compound,FadD28 binding,FBA Mtb inh,MazF activator,PrPC TRFRET,BioA inh,Mtb UGM inh,GDH-TPI counter,Rv3671c inh,BoNT-F LC inh
Cc1ccccc1NC(=O)CSc1nc2ccccc2c(=O)n1CC1CCCO1 (stereo unspecified),-3.0,-2,-26,-7,0.0,x,-11,x,-13
O=C(NC1CCCCC1)N1CCN(c2ccc([N+](=O)[O-])cc2)CC1,-2.7,-8,8,-18,1.0,-1.0,12,7,5

Individual results from the results shown.
`O=C(N/N=C/C=C/c1ccc2c(c1)OCO2)c1ccc([N+](=O)[O-])cc1` | FadD28 binding: 0.1
`COc1ccc(CN2CCN(CC=C(C)C)C(CCO)C2)cc1Cn1cncn1` (stereo unspecified) | BoNT-F LC inh: -1
`COc1ccccc1N1CCN(C(=O)c2cccc(Oc3ccccc3)c2)CC1` | FBA Mtb inh: 0

Next results.
SMILES	FadD28 binding	FBA Mtb inh	MazF activator	PrPC TRFRET	BioA inh	Mtb UGM inh	GDH-TPI counter	Rv3671c inh	BoNT-F LC inh
COc1cccc(-c2nc(N3CCCCC3C)c3ccccc3n2)c1O (stereo unspecified)	-2.1	2	3	-3	0.9	-1.5	26	-4	-30
O=C(NCc1ccccc1Cl)C1CCN(S(=O)(=O)N2CCCCCC2)CC1	-2.0	2	1	-2	0.5	-0.3	5	3	-4
Cc1ccc(Cc2c(C3CCCCC3)nc3c4ccccc4ccn23)cc1	-1.7	5	x	11	-7.3	x	x	x	0
Cc1nn(CC(=O)N2CCC(N3CCCCC3)CC2)c(=O)c2c1sc1ccccc12	-0.8	12	-6	-3	1.4	0.9	17	-7	-5
CC(C)N1C(=O)CC2(CC[N+](C)(CCOC(=O)C(c3ccccc3)c3ccccc3)CC2)C1=O (stereo unspecified)	-1.4	2	6	1	x	2.5	5	6	11
CCc1nc2ccccc2c(C(=O)Nc2ccc(F)cc2)c1C	-2.8	1	9	-11	-1.7	0.2	5	-2	3
CC(=O)c1cc(C)ccc1OC(=O)CN1C(=O)c2ccccc2C1=O	-0.2	-1	-26	6	-1.1	2.4	12	x	x
COc1ccc(NC2CCCN(C(=O)c3ccc4nc(C)c(C)nc4c3)C2)cc1OC (stereo unspecified)	-1.7	-1	-1	7	-1.7	0.8	19	9	-1
O=c1[nH]c(=S)n(-c2ccc(Br)cc2)c2ncccc12	0.3	1	5	5	x	1.8	20	-1	1
CCN1C[C@@H]2[C@@H]3C(=O)N(C)C(=O)[C@@H]3[C@](CC)(C1=O)N2C(=O)c1ccc(C)cc1	0.3	1	11	-2	-0.8	x	3	x	-4
N#CC1=C(N)Oc2c(ccc3cccnc23)C1c1cccnc1 (stereo unspecified)	-3.0	41*	7	-13	-0.1	1.7	14	7	-10
Cc1ccc(SCC(=O)N(Cc2nc(-c3ccccc3)no2)C(C)C)cc1	-0.2	5	-7	11	1.0	-0.7	-3	-9	-11
CCN1C(=O)[C@@H]2[C@@H](c3ccc(SC4CCCCC4)cc3)N3CCC[C@@]3(C(=O)OC)[C@@H]2C1=O	-0.4	3	-3	6	1.4	-2.0	-11	-7	-4
CC(=O)C1=C(C)NC(=O)CC1c1ccc(F)cc1 (stereo unspecified)	-3.0	-4	5	6	-0.7	-0.6	-5	-6	-1
COC(=O)c1ccccc1NC(=S)N(Cc1ccc2c(c1)OCO2)Cc1cc2cc(C)ccc2[nH]c1=O	-18	-2	-17	-6	-2.5	1.2	3	-10	-1

Among those listed so far, these have an NH in an aromatic ring:
SMILES	FadD28 binding	FBA Mtb inh	MazF activator	PrPC TRFRET	BioA inh	Mtb UGM inh	GDH-TPI counter	Rv3671c inh	BoNT-F LC inh
O=C(O)CCc1c(C(=O)O)[nH]c2ccccc12	0.7	2	12	-1	-3.0	-1.0	-1	5	-6
COC(=O)c1cc(Cl)cc2c(C)c(C3(O)CCCCC3)[nH]c12	-3.6	6	-4	-2	0.1	-1.2	-6	-19	-1
Cc1cc(-c2ccccc2)c2c(=O)[nH][nH]c2n1	-0.5	-2	2	-6	1.9	4.2	11	5	-3
O=c1[nH]c(=S)n(-c2ccc(Br)cc2)c2ncccc12	0.3	1	5	5	x	1.8	20	-1	1
COC(=O)c1ccccc1NC(=S)N(Cc1ccc2c(c1)OCO2)Cc1cc2cc(C)ccc2[nH]c1=O	-18	-2	-17	-6	-2.5	1.2	3	-10	-1

Next section:
SMILES	FadD28 binding	FBA Mtb inh	MazF activator	PrPC TRFRET	BioA inh	Mtb UGM inh	GDH-TPI counter	Rv3671c inh	BoNT-F LC inh
CCCN(CC(=O)Nc1c(C)cccc1CC)C(=O)SCC	-0.1	0	6	6	0.3	-0.5	7	3	-8
COc1ccc(OC)c(NC(=O)C2CCCN(S(C)(=O)=O)C2)c1 (stereo unspecified)	-2.9	0	1	-5	2.3	0.8	-7	-10	u
Cc1ccc(S(=O)(=O)CC(=O)NCc2ccc(Cl)cc2)cc1	-3.0	-2	-8	0	0.4	-2.3	-2	-1	1
COC(=O)c1ccc(OC)c(CN2CCCN(Cc3ccc(F)cc3)S2(=O)=O)c1	-1.7	0	3	11	x	-4.4	-1	-11	-16
Cc1ccc(CN2CC(C(=O)Nc3ccc(S(=O)(=O)Nc4cc(C)nc(C)n4)cc3)CC2=O)cc1 (stereo unspecified)	-1.8	3	4	2	-0.7	-2.5	-6	0	2
CCOC(=O)N1CCC2(CC1)CC(=O)c1c(ccc3oc(C(=O)O)c(C)c13)O2	-1.7	82*	2	-4	x	2.2	27	-6	-2
CCN1CCN(c2sc(S(=O)(=O)CC)nc2S(=O)(=O)c2ccc(C)cc2)CC1	-1.0	1	5	-1	-1.9	x	11	x	-6
CC(C)OC(=O)Nc1ccc(N=C(N)N[N+](=O)[O-])cc1	-2.7	4	7	-5	x	-1.7	4	7	0
COc1ccc(-c2cn3c(C)c(C(=O)Nc4cccc(NC(C)=O)c4)sc3n2)cc1	-1.6	-1	1	6	x	3.4	21	-13	-4
COc1cc(/C=C/C(=O)NCc2nc3ccccc3[nH]2)cc(OC)c1OC	-1.2	24	3	-17	-0.9	-0.7	6	5	-3
COC(=O)CSc1nc(C)cc(C)n1	0.0	4	5	1	0.7	-0.7	1	1	-4
CCOC(=O)CNNC(=O)Nc1ccc(Cl)c(Cl)c1	-3.3	-4	-1	5	1.2	-0.5	-6	2	-1
NC1=NC2(CCC(c3ccccc3)CC2)n2c(nc3ccccc32)N1 (stereo unspecified)	-1.1	0	6	-13	0.2	1.5	-3	11	-5
O=C(CSc1nnc(-c2ccc(Br)o2)n1Cc1ccccc1)c1ccccc1F	-0.2	0	-5	-4	-2.2	-0.5	1	-9	1
CCOC(=O)C(C#N)=CN1CCN(C(=O)CCCl)c2ccccc21	-3.8	-4	5	1	11	x	19	x	-6
CCOP(=O)(O)c1ccccc1OCCOc1ccccc1P(=O)(O)OCC	0.0	1	-13	-2	x	5.5	17	-6	-6
CCOC(=O)N1CCN(C(=O)c2ccc([N+](=O)[O-])cc2Cl)CC1	-2.0	1	6	-5	1.2	0.2	-9	7	11
O=S(=O)(c1ccc(OCC(O)CN2CCN(c3ccc(F)cc3)CC2)cc1)N1CCOCC1 (stereo unspecified)	0.2	2	4	8	-1.1	-0.9	5	-3	2
